Screening data deposited in PubChem by several laboratories.
ANO1 activ = activators or potentiators of mouse TMEM16A chloride channel; Q8BHY3; HEK293 TMEM16A/YFP-H148Q/I152L, iodide quench fluorescence; hits give low values; B-score at 10 µM; 0.3% of 340,000 active; AID 623877;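 active = fluorescence-ratio B-score plate-corrected deviation score at least 3 library SD below zero, with starting fluorescence score within 5 deviations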;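 note: channel opened by trigger with iodide after compound preincubation; score built on the fluorescence ratio of max minus min over baseline; more negative score means more quench and so TMEM16A activation or potentiation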
ANO1 block = mouse TMEM16A channel inhibition, primary screen; Q8BHY3; HEK293 TMEM16A/YFP iodide influx fluorescence, ionomycin; normalized B-score (activity score, 25-100; higher = stronger inhibition) at 10 µM; 1.2% of 310,000 active; AID 588511;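 active = ratio plate-corrected score three or more library SD toward inhibition, starting fluorescence score within five deviations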;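 note: score derived from kinetic fluorescence span divided by baseline fluorescence per well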
TRPC4 potent = allosteric potentiators of mouse TRPC4 channel | HEK293 TRPC4beta/mu-opioid, DAMGO EC20, Fluo-4 Ca2+ flux; hits give high values | B-score at 10 µM | 0.42% of 310,000 active;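 active = B-score of calcium response area above 5 SD of library B-scores, with initial fluorescence ratio within 5 SD of library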;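 note: B-score of integrated fluorescence ratio over time as area under calcium response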
DYRK1A inh = Dyrk1A (rat) kinase inhibition; 0.43% of 310,000 active; inhibition, % at 12.5 µM; Q63470; ADP-Glo luminescence, NFATc1 peptide; in the data active = inhibition above about 50%;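 note: plate controls were vehicle with enzyme for no effect and no enzyme for full effect; many of its hits are not listed in these tables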
KCNK9 inh = inhibitors of human KCNK9 two-pore domain potassium channel; HEK293 KCNK9, FluxOR thallium flux fluorescence; hits give low values; B-score at 10 µM; 1.2% of 310,000 active;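 active = ratio B-score over 3 SD below the library mean, with starting fluorescence within 5 SD of its mean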;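 note: negative B-score means less thallium flux so channel inhibition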
KCNQ1 block = human KCNQ1 channel inhibition. B-score at 10 µM. 1.3% of 310,000 active. AID 2642. P51787. CHO-K1 KCNQ1, FluxOR thallium flux fluorescence; hits give high values;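 active = compounds whose thallium flux B-score, printed positive for inhibition, exceeds three library SD while starting fluorescence stays within three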;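 note: channel opened by potassium depolarization with thallium stimulus after 20 min compound exposure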
Target sequence (P51787 whole entry, looked up): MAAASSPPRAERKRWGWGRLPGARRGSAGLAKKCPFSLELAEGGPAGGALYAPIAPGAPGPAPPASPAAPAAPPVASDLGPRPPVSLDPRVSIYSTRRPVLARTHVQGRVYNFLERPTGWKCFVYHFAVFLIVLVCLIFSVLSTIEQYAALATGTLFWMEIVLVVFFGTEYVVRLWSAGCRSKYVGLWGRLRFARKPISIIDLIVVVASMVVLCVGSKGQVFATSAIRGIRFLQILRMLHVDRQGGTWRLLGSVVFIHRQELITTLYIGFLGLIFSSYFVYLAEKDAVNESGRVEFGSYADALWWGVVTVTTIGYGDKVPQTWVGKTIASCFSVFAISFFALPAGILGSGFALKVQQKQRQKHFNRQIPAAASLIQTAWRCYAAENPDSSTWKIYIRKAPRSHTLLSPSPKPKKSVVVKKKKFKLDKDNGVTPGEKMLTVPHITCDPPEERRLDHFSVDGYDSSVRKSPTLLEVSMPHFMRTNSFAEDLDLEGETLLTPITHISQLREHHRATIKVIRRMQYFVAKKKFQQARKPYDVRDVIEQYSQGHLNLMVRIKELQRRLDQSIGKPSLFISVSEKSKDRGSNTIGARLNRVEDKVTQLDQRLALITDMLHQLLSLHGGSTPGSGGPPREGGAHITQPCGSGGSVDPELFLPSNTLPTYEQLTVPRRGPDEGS
HDAC3 inh = human HDAC3 inhibition; O15379; recombinant HDAC3, fluorogenic peptide/trypsin coupled, fluorescence; inhibition, % at 8.3 µM; 0.15% of 320,000 active; AID 2718; in the data active = inhibition above about 26%, passing the limit was not always enough
KCNQ1 pot = potentiators or activators of human KCNQ1 potassium channel; 0.35% of 310,000 active; P51787; B-score at 10 µM; CHO-K1 KCNQ1, thallium flux FluxOR fluorescence; hits give high values;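 active = fluorescence ratio B-score, a plate-corrected score, at least three library SD, with initial intensity B-score within 5 SD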
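System: CHO-K1 cells stably expressing KCNQ1 / Medium: assay buffer for compound exposure, DMSO matched across wells / Reagent: thallium- and potassium-containing depolarizing buffer / Compound: one concentration, matched DMSO / Incubation: 20 min compound pretreatment at room temperature / Measured by: kinetic FluxOR fluorescence, 10 s baseline plus 110 s post-stimulus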
KCNK3 block = human KCNK3 channel inhibition, primary screen; O14649; CHO-KCNK3 thallium flux, FluxOR fluorescence; hits give low values; B-score at 10 µM; 0.84% of 340,000 active;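 active = B-score under library mean minus 4 SD, starting fluorescence ratio at most library mean plus 5 SD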;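 note: more negative B-score means stronger inhibition of thallium flux through KCNK3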
Target sequence (O14649 whole entry, looked up): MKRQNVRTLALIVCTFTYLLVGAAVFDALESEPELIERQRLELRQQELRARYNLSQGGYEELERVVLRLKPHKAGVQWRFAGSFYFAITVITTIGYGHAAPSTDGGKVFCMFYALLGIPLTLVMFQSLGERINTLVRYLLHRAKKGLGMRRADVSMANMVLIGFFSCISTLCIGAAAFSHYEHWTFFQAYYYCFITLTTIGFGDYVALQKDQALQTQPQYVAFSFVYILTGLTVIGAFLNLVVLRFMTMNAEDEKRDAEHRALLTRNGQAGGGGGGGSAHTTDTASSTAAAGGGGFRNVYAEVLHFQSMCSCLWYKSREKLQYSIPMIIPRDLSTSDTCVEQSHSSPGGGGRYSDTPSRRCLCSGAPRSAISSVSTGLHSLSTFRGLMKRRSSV
hERG protect = shields human hERG channel from block by proarrhythmic agents. AID 1511. 0.51% of 310,000 active. activation (rescue from dofetilide block), less the hit threshold, % at 10 µM. Q12809. CHO-hERG, FluxOR thallium flux, dofetilide IC70 present;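 active = activation above the mean of controls blocked by dofetilide plus 5 SD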;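 note: thallium influx through hERG after potassium depolarization seen as dye fluorescence rise; in these data hits start at about 4.7%; inactives centre near -7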
TRPC4 act = TRPC4 (mouse) channel activation; HEK293 TRPC4beta/mu-opioid, Fluo4 calcium fluorescence; hits give high values; Q9QUQ5; B-score at 10 µM; 0.49% of 310,000 active; AID 2237;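 active = B-score above 5 SD of library B-scores, and initial fluorescence ratio not above library mean plus 5 SD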;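 note: positive B-score marks a calcium rise read as TRPC4 activation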
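Test system: HEK293 cells stably co-expressing mouse TRPC4beta and mu-opioid receptor | Schedule: Fluo4 dye loading 45 min at room temperature, 110 s recording | Measured by: Kinetic Fluo4 calcium fluorescence, 5 s baseline at 1 Hz | Evaluation: B score of integrated ratio | Controls: Buffer (low) and maximal DAMGO (high)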
The depositor's hits bear a star. A portion of the library; count on the stated rates, not on these rows.

Screening Cc1c(Cl)ccc2c(C(=O)NC(C)c3ccncc3)cc(-c3ccncc3)nc12 (configuration not stated) returned ANO1 block inactive, TRPC4 potent inactive, KCNK9 inh inactive, KCNQ1 block inactive, HDAC3 inh 9, KCNQ1 pot inactive, hERG protect -17 and TRPC4 act inactive.
CC(C)C[C@H](NC(=O)c1nc[nH]c1C(=O)N1CCN(C(=O)OC(C)(C)C)CC1)C(=O)OCc1ccccc1 was read as ANO1 activ inactive, ANO1 block inactive, TRPC4 potent inactive, DYRK1A inh -2, KCNK9 inh inactive, KCNQ1 block inactive, HDAC3 inh 11, KCNQ1 pot inactive, KCNK3 block inactive, hERG protect -16 and TRPC4 act inactive.
For CCOC(=O)C1CCN(c2cc3c(cc2NC(=O)c2ccccc2)n(C)c(=O)n3C)CC1 the results were ANO1 activ inactive, ANO1 block inactive, TRPC4 potent inactive, DYRK1A inh 1, KCNK9 inh inactive, KCNQ1 block inactive, HDAC3 inh 3, KCNQ1 pot inactive, KCNK3 block inactive, hERG protect -10 and TRPC4 act inactive.
For COc1ccc(N(C)C2=NS(=O)(=O)c3ccccc32)cc1 the results were ANO1 activ inactive, ANO1 block 100*, TRPC4 potent inactive, DYRK1A inh 50, KCNK9 inh inactive, KCNQ1 block inactive, HDAC3 inh 9, KCNQ1 pot inactive, KCNK3 block inactive, hERG protect -8 and TRPC4 act inactive.
O=C(NCC(=O)N(c1cccnc1)C(C(=O)NC1CCCCC1)c1ccccc1F)c1ccco1 (configuration not stated) was read as ANO1 activ inactive, ANO1 block inactive, TRPC4 potent inactive, DYRK1A inh -3, KCNK9 inh inactive, KCNQ1 block inactive, HDAC3 inh -7, KCNQ1 pot inactive, KCNK3 block inactive, hERG protect -8 and TRPC4 act inactive.
For CC1C(=O)N2CCCc3cc(S(=O)(=O)NCCc4ccccc4)cc1c32 (configuration not stated) the results were ANO1 activ inactive, ANO1 block inactive, TRPC4 potent inactive, DYRK1A inh -7, KCNK9 inh inactive, KCNQ1 block inactive, HDAC3 inh 1, KCNQ1 pot inactive, KCNK3 block inactive, hERG protect -8 and TRPC4 act inactive.
`Cc1ccc(C(=O)OCC(=O)Nc2ccc(S(N)(=O)=O)cc2)c(O)c1` gave ANO1 activ inactive, ANO1 block inactive, TRPC4 potent inactive, DYRK1A inh 2, KCNK9 inh inactive, KCNQ1 block inactive, HDAC3 inh 9, KCNQ1 pot inactive, KCNK3 block inactive, hERG protect -16 and TRPC4 act inactive.
CC(C)CN(C(=O)COC(=O)C12CC3CC(CC(O)(C3)C1)C2)C1CCS(=O)(=O)C1 (configuration not stated) was read as ANO1 activ inactive, ANO1 block inactive, TRPC4 potent inactive, DYRK1A inh -6, KCNK9 inh inactive, KCNQ1 block inactive, HDAC3 inh 1, KCNQ1 pot inactive, KCNK3 block inactive, hERG protect -3 and TRPC4 act inactive.
Nc1c(N(CCC2=CCCCC2)C(=O)C2CC2)c(=O)[nH]c(=O)n1Cc1ccccc1 was read as ANO1 activ inactive, ANO1 block inactive, TRPC4 potent inactive, DYRK1A inh -2, KCNK9 inh inactive, KCNQ1 block inactive, HDAC3 inh -2, KCNQ1 pot inactive, KCNK3 block inactive, hERG protect -8 and TRPC4 act inactive.
S=C(Nc1ccc(Cl)c(Cl)c1)NC1CCCCC1 was read as ANO1 activ inactive, ANO1 block inactive, TRPC4 potent inactive, DYRK1A inh -3, KCNK9 inh inactive, KCNQ1 block 6*, HDAC3 inh 13, KCNQ1 pot inactive, KCNK3 block inactive, hERG protect -14 and TRPC4 act inactive.
`O=C(NCCO)C(c1ccccc1)c1ccccc1` gave ANO1 activ inactive, ANO1 block inactive, TRPC4 potent inactive, DYRK1A inh -2, KCNK9 inh inactive, KCNQ1 block inactive, HDAC3 inh -5, KCNQ1 pot inactive, KCNK3 block inactive, hERG protect -8 and TRPC4 act inactive.
For COc1ccccc1CN1CC(C(=O)N2CCC(OC)CC2)CCC1=O (configuration not stated) the results were ANO1 activ inactive, ANO1 block inactive, TRPC4 potent inactive, DYRK1A inh -6, KCNK9 inh inactive, KCNQ1 block inactive, HDAC3 inh 2, KCNQ1 pot inactive, KCNK3 block inactive, hERG protect -8 and TRPC4 act inactive.
Screening CC(C)CS(=O)(=O)C1=NSC2=NC(=O)/C(=C\c3ccc(OC(=O)c4ccco4)cc3)C(=N)N21 returned ANO1 activ inactive, ANO1 block inactive, TRPC4 potent inactive, DYRK1A inh 9, KCNK9 inh inactive, KCNQ1 block inactive, HDAC3 inh 6, KCNQ1 pot inactive, KCNK3 block inactive, hERG protect -8 and TRPC4 act inactive.
`Cc1occc1C(=O)N/N=C/C1=C(N2CCOCC2)C(=C\c2ccc(Cl)cc2Cl)/CC1` gave ANO1 activ inactive, ANO1 block inactive, TRPC4 potent inactive, DYRK1A inh -52, KCNK9 inh inactive, KCNQ1 block inactive, HDAC3 inh 6, KCNQ1 pot inactive, KCNK3 block inactive, hERG protect 1 and TRPC4 act inactive.
For Cc1ccc(NC(=O)Nc2cc(C)on2)cc1 the results were ANO1 activ inactive, ANO1 block inactive, TRPC4 potent inactive, KCNK9 inh inactive, KCNQ1 block inactive, HDAC3 inh -5, KCNQ1 pot inactive, KCNK3 block inactive, hERG protect 0 and TRPC4 act inactive.

Two neighbouring records from above, quoted:
For COc1ccc(N(C)C2=NS(=O)(=O)c3ccccc32)cc1 the results were ANO1 activ inactive, ANO1 block 100*, TRPC4 potent inactive, DYRK1A inh 50, KCNK9 inh inactive, KCNQ1 block inactive, HDAC3 inh 9, KCNQ1 pot inactive, KCNK3 block inactive, hERG protect -8 and TRPC4 act inactive.
O=C(NCC(=O)N(c1cccnc1)C(C(=O)NC1CCCCC1)c1ccccc1F)c1ccco1 (configuration not stated) was read as ANO1 activ inactive, ANO1 block inactive, TRPC4 potent inactive, DYRK1A inh -3, KCNK9 inh inactive, KCNQ1 block inactive, HDAC3 inh -7, KCNQ1 pot inactive, KCNK3 block inactive, hERG protect -8 and TRPC4 act inactive.

Other results
Cc1ccc(N(C(=O)c2ccco2)C(C(=O)NC2CCCC2)c2cccnc2)cc1 (configuration not stated) was read as ANO1 activ inactive, ANO1 block inactive, TRPC4 potent inactive, DYRK1A inh 0, KCNK9 inh inactive, KCNQ1 block inactive, HDAC3 inh -7, KCNQ1 pot inactive, KCNK3 block inactive, hERG protect -6 and TRPC4 act inactive.
Screening O=C(Nc1nnc(COc2ccccc2)s1)C1CCN(S(=O)(=O)c2ccc(Cl)cc2)CC1 returned ANO1 activ inactive, ANO1 block inactive, TRPC4 potent inactive, DYRK1A inh -8, KCNK9 inh inactive, KCNQ1 block inactive, HDAC3 inh 5, KCNQ1 pot inactive, KCNK3 block inactive, hERG protect -3 and TRPC4 act inactive.
Screening CC(=O)c1ccc(OC(=O)c2cc3ccccc3oc2=O)cc1 returned ANO1 block inactive, TRPC4 potent inactive, KCNK9 inh inactive, KCNQ1 block inactive, HDAC3 inh 0, KCNQ1 pot inactive, hERG protect -8 and TRPC4 act inactive.
Screening CC(=O)c1cccc(CN2CCCC(N3CCN(c4ccccc4F)CC3)C2)c1 (configuration not stated) returned ANO1 activ inactive, ANO1 block inactive, TRPC4 potent inactive, DYRK1A inh -1, KCNK9 inh inactive, KCNQ1 block inactive, HDAC3 inh 2, KCNQ1 pot inactive, KCNK3 block inactive, hERG protect -4 and TRPC4 act inactive.
For Cc1cccc(N(CC(=O)Nc2c(C)n(C)n(-c3ccccc3)c2=O)S(C)(=O)=O)c1 the results were ANO1 activ inactive, ANO1 block inactive, TRPC4 potent inactive, DYRK1A inh 16, KCNK9 inh inactive, KCNQ1 block inactive, HDAC3 inh -4, KCNQ1 pot inactive, KCNK3 block inactive, hERG protect -11 and TRPC4 act inactive.
COc1cccc(NC(=O)Nc2ccccc2SC)c1 was read as ANO1 activ inactive, ANO1 block inactive, TRPC4 potent inactive, DYRK1A inh 2, KCNK9 inh inactive, KCNQ1 block inactive, HDAC3 inh -3, KCNQ1 pot inactive, KCNK3 block inactive, hERG protect -13 and TRPC4 act inactive.
For CCCCCCc1nc2ccccc2c(=O)n1NC(=O)c1c(O)c2c(n(CC(C)C)c1=O)CCCC2 the results were ANO1 activ inactive, ANO1 block inactive, TRPC4 potent inactive, DYRK1A inh -5, KCNK9 inh inactive, KCNQ1 block inactive, HDAC3 inh -8, KCNQ1 pot inactive, KCNK3 block inactive, hERG protect -9 and TRPC4 act inactive.
Screening CCOc1ccc(OCC(O)CN2CCc3ccccc3C2)cc1 (configuration not stated) returned ANO1 activ inactive, ANO1 block inactive, TRPC4 potent inactive, DYRK1A inh -3, KCNK9 inh inactive, KCNQ1 block inactive, HDAC3 inh 2, KCNQ1 pot inactive, KCNK3 block inactive, hERG protect -3 and TRPC4 act inactive.
Screening Brc1ccc2ncnc(NCc3cccnc3)c2c1 returned ANO1 activ inactive, ANO1 block inactive, TRPC4 potent inactive, DYRK1A inh 19, KCNK9 inh inactive, KCNQ1 block inactive, HDAC3 inh -1, KCNQ1 pot inactive, KCNK3 block inactive, hERG protect -8 and TRPC4 act inactive.
Screening CC(=O)Nc1ccc(N2C(=O)CC(c3ccccc3)CC2=O)cc1 returned ANO1 activ inactive, ANO1 block inactive, TRPC4 potent inactive, DYRK1A inh -2, KCNK9 inh inactive, KCNQ1 block inactive, HDAC3 inh -9, KCNQ1 pot inactive, KCNK3 block inactive, hERG protect -2 and TRPC4 act inactive.
Cc1cc(NC(=O)COc2ccccc2C)ccc1NC(=O)c1cccs1 was read as ANO1 activ inactive, ANO1 block inactive, TRPC4 potent inactive, DYRK1A inh -6, KCNK9 inh inactive, KCNQ1 block inactive, HDAC3 inh 0, KCNQ1 pot inactive, KCNK3 block inactive, hERG protect -13 and TRPC4 act inactive.
Screening Cc1nn(-c2ccccc2)c(N2CCCC2)c1/C=N/NC(=S)Nc1cc(C(F)(F)F)ccc1Cl returned ANO1 activ inactive, ANO1 block inactive, TRPC4 potent inactive, DYRK1A inh 2, KCNK9 inh inactive, KCNQ1 block inactive, HDAC3 inh -7, KCNQ1 pot inactive, KCNK3 block inactive, hERG protect -11 and TRPC4 act inactive.
`CSC1=NCCN1C(=O)c1ccc(S(=O)(=O)N(C)C)cc1` gave ANO1 activ inactive, ANO1 block inactive, TRPC4 potent inactive, DYRK1A inh -12, KCNK9 inh inactive, KCNQ1 block inactive, HDAC3 inh -6, KCNQ1 pot inactive, KCNK3 block inactive, hERG protect -5 and TRPC4 act inactive.
